UHRF1 binding = UHRF1 methyl-DNA binding inhibition; Q96T88; UHRF1 binding to methylated oligo, TR-FRET; inhibition, % at 4.4 µM; 370,000 tested, 0.75% active; in the data active means inhibition above about 21%;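 further: UHRF1 SRA domain binding a hemimethylated CpG hairpin DNA probe; 0% = median of test compound wells and 100% = reference inhibitor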
TCR-CD3 inh = blocks the human TCR-CD3 interaction. AID 651800. inhibition, % at 9.4 µM. 360,000 tested, 0.37% active. TAMRA-labeled TCR probe fluorescence, biochemical; in the data active means inhibition above about 19%;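 further: recombinant mutant TCR 2C K166C tagged with TAMRA read by polarization; 0% = receptor in buffer alone and 100% = receptor with positive control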
Tn7 DDE FP = disrupts Tn7 cyclic peptide binding to fibrin D-Dimer-E complex; 370,000 tested, 0.13% active; P02675; FP displacement of FITC-Tn7 peptide from fibrin DD(E); 0% = median of compound wells per plate; inhibition, % at 8.3 µM;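 active means inhibition above the mean of compounds falling within the control limits plus 3 SD of them, cut at about 14% in these data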;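 further: 0% = plate median of compound wells and 100% = 10 µM Aha-Tn7 peptide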
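assay system = human clot-derived fibrin DD(E) complex | quantity = Fibrin-DD(E) at 2 µM final | timing = 10 min preincubation, 3 h with tracer, room temperature | signal = fluorescence polarization | measure = percent inhibition | benchmarks = high control wells with 10 µM unlabelled Aha-Tn7 peptide (full inhibition) | replicates = singlicate testing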
TDP2 inh = blocks human TDP2 phosphodiesterase activity; O95551; recombinant TDP2, T5PNP hydrolysis, p-nitrophenol absorbance 415 nm; inhibition, % at 12.8 µM; 370,000 tested, 0.34% active; AID 720702;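 active means inhibition above the mean of all tested compounds plus 3 SD, set per campaign, cut at about 25% in these data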;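 further: 0% = DMSO with enzyme and 100% = buffer with substrate but no TDP2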
Target sequence (O95551 whole entry, looked up): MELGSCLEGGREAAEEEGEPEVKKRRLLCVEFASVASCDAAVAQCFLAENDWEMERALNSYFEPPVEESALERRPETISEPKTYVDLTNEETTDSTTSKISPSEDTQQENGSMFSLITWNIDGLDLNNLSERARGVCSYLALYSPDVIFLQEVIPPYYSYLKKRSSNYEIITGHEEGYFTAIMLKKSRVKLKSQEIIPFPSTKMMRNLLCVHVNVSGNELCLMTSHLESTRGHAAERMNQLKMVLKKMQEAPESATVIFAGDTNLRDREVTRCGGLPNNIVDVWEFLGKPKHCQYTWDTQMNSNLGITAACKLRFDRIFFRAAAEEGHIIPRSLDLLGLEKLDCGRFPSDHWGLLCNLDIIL
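System: recombinant human TDP2 / Amount: 120 nM TDP2 per well / Also added: 5 mM T5PNP chromogenic substrate / Doses: 12.8 µM single point, 1% DMSO / Incubation: 2 h at 37 °C / Detection: p-Nitrophenol epi absorbance / Evaluation: % inhibition relative to enzyme-containing and enzyme-free wells / Repeats: singlicate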
SIAE primary = human SIAE inhibition, primary screen | Q9HAT2 | SIAE FP-Rh probe binding, fluorescence polarization | inhibition, % at 9.66 µM | 370,000 tested, 0.69% active | AID 1053197;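 active means inhibition above a cutoff: mean of compounds within the control limits plus 3 SD of those, cut at about 17% in these data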;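 further: 0% = plate median of compound wells and 100% = probe without SIAE protein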
HTRA1 inh = HTRA1 (human) protease inhibition; inhibition, % at 5.96 µM; 340,000 tested, 0.5% active; recombinant HTRA1, FP-rhodamine activity-based probe, fluorescence polarization; Q92743; in the data active means inhibition above about 36%;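 further: 0% = enzyme with DMSO and 100% = wells lacking enzyme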
PRMT1 FP inh = blocks human protein arginine methyltransferase 1; recombinant PRMT1, activity-based probe fluorescence polarization; inhibition, % at 2.79 µM; 370,000 tested, 1.3% active; AID 652257;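 active means inhibition above about 21% made by adding two undisclosed values, limit read from the data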
mABHD4 FP = inhibits mouse alpha/beta hydrolase domain 4; inhibition, % at 8.92 µM; purified mABHD4, FP-Rh probe fluorescence polarization; 370,000 tested, 0.54% active; Q8VD66;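 active means inhibition exceeding the mean over every tested compound plus 3 SD, cut at about 30% in these data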;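 further: 0% = plate median of compound wells and 100% = S159A mutant with DMSO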
Target sequence (Q8VD66 whole entry, looked up, the tested form may be a part): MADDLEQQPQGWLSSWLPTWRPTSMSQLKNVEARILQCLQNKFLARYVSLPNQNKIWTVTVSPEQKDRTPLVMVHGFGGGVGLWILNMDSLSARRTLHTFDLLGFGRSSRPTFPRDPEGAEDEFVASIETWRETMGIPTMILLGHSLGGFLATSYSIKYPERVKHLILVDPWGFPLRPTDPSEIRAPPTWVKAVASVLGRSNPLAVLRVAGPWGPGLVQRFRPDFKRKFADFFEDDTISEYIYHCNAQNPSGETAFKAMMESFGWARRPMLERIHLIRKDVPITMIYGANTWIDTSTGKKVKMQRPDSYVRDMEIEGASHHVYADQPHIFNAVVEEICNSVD
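Assay system: Wild-type mouse ABHD4 protein | Medium: HEPES pH 7.0 buffer, 150 mM NaCl, 0.01% Pluronic F-127 | Incubation: Enzyme–compound pre-incubation 45 min, then probe 60 min, both 25 °C | Technique: Fluorescence polarization with parallel and perpendicular emission, 525/598 nm | Evaluation: % inhibition of FP-Rh probe binding versus controls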
LEDGF integ inh = blocks HIV-1 LEDGF/p75-dependent DNA integration | TR-FRET IN-LEDGF/p75 DNA integration, Eu/Cy5 | inhibition, % at 3.7 µM | 370,000 tested, 0.64% active;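 active means inhibition above the screen-wide mean plus 3 SD, cut at about 13% in these data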;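 further: signal is the Cy5 over europium emission ratio at 671 and 618 nm; 0% = plate median of compound wells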
PG9 binder = PG9 antibody binding by small molecule; TR-FRET gp120-PG9 antibody binding; inhibition, % at 6.7 µM; 360,000 tested, 0.43% active; in the data active means inhibition above about 8.5%
* hit, by the source's call; nt = no result given.

structure,UHRF1 binding,TCR-CD3 inh,Tn7 DDE FP,TDP2 inh,SIAE primary,HTRA1 inh,PRMT1 FP inh,mABHD4 FP,LEDGF integ inh,PG9 binder
CCN(CC(=O)NC)S(=O)(=O)c1ccc(Br)cc1,-3,1,-1,9,-1,1,-2,-15,-1,-0.3
CCOC(=O)Nc1nc(C)c(C(=O)N(C)C)s1,2,7,-8,2,2,0,1,2,3,-1.1
Cc1cc(C)cc(OCC(=O)N(Cc2ccc(N(C)C)cc2)C2CCS(=O)(=O)C2)c1 (centres undefined),0,-1,-9,-20,7,1,-7,-7,4,-1.5
CCN(CC)C(=O)C1=C(C)N(Cc2ccc(F)cc2)C(=O)C(CC(=O)NCc2cccs2)C1 (centres undefined),-1,5,-3,-7,-3,3,-5,-9,-1,1.4
COc1cc2cc(C)nc(Cc3cccc4ccccc34)c2cc1OC,-2,2,-3,-7,0,-18,0,33*,6,1.0
COc1ccc(CCC(=O)OCC(=O)c2c(N)n(CC(C)C)c(=O)n(C)c2=O)cc1,2,-2,-1,-7,-7,-5,-5,-4,0,-0.6
Cc1ccc(S(=O)(=O)c2c(C)cc(C)[nH]c2=O)c(C)c1,1,-2,2,-10,-3,-4,0,1,3,-0.3
CN(C)C(=O)CNC(=O)C1CCCCC1,-4,1,-4,0,5,2,0,9,1,-1.4
COc1ccccc1C(=O)CSc1cccc[n+]1[O-],-1,-5,2,10,11,6,5,4,-5,-0.9
COCCCNC(=O)CN(c1cc(C(F)(F)F)ccc1Cl)S(C)(=O)=O,2,-4,-1,-6,2,-2,-3,0,3,-2.1
O=C(OC(C(=O)NCc1cccs1)c1ccccn1)c1cccs1 (centres undefined),0,2,3,-2,-4,1,-5,-4,-2,0.6
O=C(CN1CCN(C(=O)C2CCCO2)CC1)Nc1cc(Cl)ccc1Cl (centres undefined),0,3,-3,0,2,-1,-1,-4,0,-0.2
Nc1c(S(=O)(=O)c2cccs2)c2nc3ccccc3nc2n1CCc1ccccc1,2,2,5,0,-8,nt,-2,-39,3,0.5
C/C(=N\NC(=O)c1ccc2c(c1)OCO2)c1cccnc1,-2,6,2,-6,-4,2,2,2,-3,-2.7
NC(=O)COc1ccccc1/C=C1/SC(=O)N(CC(=O)N2CCc3ccccc3C2)C1=O,-8,0,-1,2,-2,-11,6,-15,1,0.5
CCOCCn1c(N2CCCC2)nc2c1c(=O)[nH]c(=O)n2C,1,0,-6,-7,3,5,-2,0,0,-0.5
CC1=N/C(=C\c2ccc([N+](=O)[O-])cc2)C(=O)N1c1ccc(C)c(Cl)c1,4,3,10,0,3,nt,-1,-3,1,-0.3
CCNC(=O)N1c2ccc(OC)cc2C(C)=CC1(C)C,-6,5,3,22,8,5,14,10,6,-1.9
Cc1nc2ccccc2n1CC(=O)OCC(=O)NC1CC1,-1,5,8,-2,-9,3,2,3,-2,-1.1
CCOC(=O)C(Cc1ccccc1)NC(C)=O (centres undefined),1,-7,-4,-1,0,5,0,-3,0,-1.9
CC(=O)CC1N(S(=O)(=O)c2ccc(C)cc2)c2ccccc2N1S(=O)(=O)c1ccc(C)cc1,1,-7,-5,-6,-1,nt,-2,-8,5,0.4
COc1ccc(/C=C(\C#N)C(=O)Nc2cccnc2)cc1,-1,9,-4,3,5,2,-2,-1,-1,-2.2
COc1ccccc1NC(=O)NCc1nc(-c2ccc(C(F)(F)F)cc2)no1,3,-3,3,1,-3,nt,4,-11,-4,-0.5
CCCCCCC(=O)Nc1nc(C)c(-c2csc(Nc3cc(OC)ccc3OC)n2)s1,-6,6,-4,-5,11,16,2,34*,-2,-2.3
O=C(NCCN1CCOCC1)c1cccc(S(=O)(=O)N(Cc2ccccc2)c2ccccc2)c1,0,-6,5,6,1,0,-1,5,1,0.9

3 compounds already listed, sorted by their value in TCR-CD3 inh, descending.
mol	TCR-CD3 inh
C/C(=N\NC(=O)c1ccc2c(c1)OCO2)c1cccnc1	6
CC1=N/C(=C\c2ccc([N+](=O)[O-])cc2)C(=O)N1c1ccc(C)c(Cl)c1	3
COc1ccccc1NC(=O)NCc1nc(-c2ccc(C(F)(F)F)cc2)no1	-3

Remaining list, next part
structure,UHRF1 binding,TCR-CD3 inh,Tn7 DDE FP,TDP2 inh,SIAE primary,HTRA1 inh,PRMT1 FP inh,mABHD4 FP,LEDGF integ inh,PG9 binder
Cc1cc2cc(CNC(=O)c3ccc(S(=O)(=O)N4CCOCC4)cc3)ccc2[nH]1,-2,11,-9,-4,-2,0,-2,-9,7,0.8
CCOc1ccc(C2C(C#N)=C(N)Oc3cc(C)oc(=O)c32)cc1 (centres undefined),-1,10,7,11,6,-1,0,3,-1,-0.3
COC(=O)[C@H](CCSC)NC(=O)Nc1ccc(OC)cc1OC,4,-4,1,5,5,-3,1,-7,-2,1.5
OC(c1ccc2c(c1)OCO2)c1ncc(-c2ccccc2)[nH]1 (centres undefined),1,-7,-2,-9,4,nt,-5,3,3,-1.3
CCOC(=O)C(NC(=O)c1ccccc1)=C(C)C,1,13,-4,1,2,1,-4,3,1,-1.4
CCN(CC(=O)Nc1ccc(NC(C)=O)cc1)C(=O)/C=C/c1ccccc1,3,5,-1,2,-6,4,-8,-1,4,-1.8
O=C(COc1ccc(C(=O)c2ccccc2)cc1)Nc1cccnc1,0,1,5,-12,2,-7,0,-2,-1,-0.1
COc1ccc(S(=O)(=O)NC(C)C(=O)N2CCCCCC2)cc1 (centres undefined),1,4,-2,-17,-4,0,-4,5,0,-0.9
Cc1c(Cl)cccc1NC(=O)C1Cc2ccccc2CN1C(=O)c1ccccc1 (centres undefined),-1,9,-2,0,2,-7,-3,-2,-3,0.2
Cc1c(C(=O)NCc2ccccn2)sc2nc(-c3ccc(F)cc3)cn12,-2,2,-3,-10,0,-10,-3,-8,-5,-3.6
Cc1nn(C(C)(C)C)c(OC(=O)c2ccc(Br)o2)c1Sc1ccccc1,-4,5,6,0,3,-8,-1,-10,0,-0.1
Cc1[nH]c2ccccc2c1SCC(=O)N1CCN(c2ccccc2)CC1,1,-4,0,-3,0,1,2,-5,-4,-0.6
Cn1c(CC(=O)NNC(=O)c2cncc(Br)c2)nc2ccccc21,2,-4,-8,-16,-3,20,-3,-3,1,2.2
CC(=O)c1cccc(NCC(=O)N2CCN(S(=O)(=O)c3ccccc3)CC2)c1,-3,-10,-3,0,0,5,8,-4,-3,-0.1
CC(c1ccccn1)N(C)C(=O)c1ccc2nc(Cc3ccccc3F)oc2c1 (centres undefined),-3,3,7,-21,-1,1,-6,0,3,-1.3
C=CCn1c(SCC(=O)c2c(C)[nH]c3ccccc23)nnc1-c1ccncc1,2,-3,1,-3,6,nt,2,-4,6,-0.7
COc1ccc(COCCN2CCN(S(=O)(=O)c3ccccc3)CCC2=O)cc1,6,-3,2,5,-2,-6,1,5,3,-0.5
CCCCn1nnnc1C(c1ccccc1)N1CCN(Cc2c(F)cccc2Cl)CC1 (centres undefined),0,-5,4,-7,1,nt,1,-2,2,-1.1
O=C(NCc1ccccc1)c1cc(C2CCCCN2C(=O)c2ccccc2)on1 (centres undefined),-1,5,-6,-3,0,nt,-1,1,1,-1.8
C=CCSc1nc(C)c(CC(=O)OCCCC)c(=O)[nH]1,0,0,2,0,2,0,1,-2,-1,-2.6
CCn1c(COc2cccc(C)c2)nnc1SCC(=O)Nc1cccc(C(=O)OC)c1,0,-5,2,-9,-2,-14,1,-15,-1,2.8
Cc1cc(C)c(S(=O)(=O)N2CCN(C(=O)c3c(C)noc3C)CC2)c(C)c1,3,2,-8,5,5,-2,0,3,-5,1.2
Cc1ccc2[nH]c(=O)c(CN(Cc3cccs3)C(=S)NCC3CCCO3)cc2c1 (centres undefined),2,-1,-5,9,-6,-4,2,-5,0,-1.5
CCOC(=O)c1c(C)[nH]c(C2=NNC(=Nc3ccc(OCC)cc3)SC2)c1C,-8,-2,1,-3,28*,25,10,11,3,-2.0
O=C(NC(Cc1ccccc1)C(=O)O)/C(=C\c1ccc(F)cc1)NC(=O)c1ccccc1 (centres undefined),-1,5,-6,2,3,-2,1,-2,1,-0.6
Cc1ccc2nc(Nc3nc(CSc4nc5ccccc5s4)cc(=O)[nH]3)nc(C)c2c1,-2,6,-3,-3,-2,-2,1,3,-1,0.5
CCn1cc(/C=C/C(=O)Nc2c(C)nn(Cc3ccccc3)c2C)cn1,4,-4,4,-15,-1,2,3,-3,-1,-0.2
CC1(C)C(=O)Nc2ccccc2N1C(=O)CSc1ncccn1,-4,-1,1,7,5,-2,-3,-3,4,-0.3
COc1cc(/C=C2\CCc3c2nc2ccccc2c3C(=O)O)cc(OC)c1OC,48*,16,0,3,11,31,9,27,26*,-1.6
O=C(O)c1cccc(Cn2c(Cl)c(/C=N/NC(=O)c3ccco3)sc2=O)c1,-2,-1,1,-6,5,3,7,3,3,-2.8
Cc1c(C(=O)NCC2CCCO2)oc2ccc(S(=O)(=O)N3CCCC3)cc12 (centres undefined),3,4,0,7,-3,13,-3,15,1,-0.2
CCCC(=O)Nc1ccc(C(=O)COC(=O)c2c(C)noc2C)cc1,-3,-3,-2,-4,3,-10,-3,-1,2,-2.2
Cc1cc(C(=O)Nc2sc3c(c2C#N)CCC3)no1,1,6,-3,-3,-4,-2,3,11,-2,-0.7
Cc1ccc(-c2nnc3ccc(SCC(=O)NCc4ccco4)nn23)cc1,22*,-3,-6,0,-7,2,14,-2,-3,0.6
CCOC12NC(=O)CC(=O)N1C(c1ccccc1)=CS2 (centres undefined),-1,-3,-6,-2,-5,1,0,-7,-2,-1.2
Cc1ccc(NC(=O)CN2CCc3cc4c(cc3C2C)OCCCO4)cc1 (centres undefined),-4,6,5,-5,2,-8,0,10,-2,0.6
CC(C)NC(=O)/C(=C\c1cccc([N+](=O)[O-])c1)NC(=O)c1ccccc1,3,-4,4,4,0,-3,-2,-11,0,0.4

In the list so far, these contain a cyano group.
structure,UHRF1 binding,TCR-CD3 inh,Tn7 DDE FP,TDP2 inh,SIAE primary,HTRA1 inh,PRMT1 FP inh,mABHD4 FP,LEDGF integ inh,PG9 binder
COc1ccc(/C=C(\C#N)C(=O)Nc2cccnc2)cc1,-1,9,-4,3,5,2,-2,-1,-1,-2.2
CCOc1ccc(C2C(C#N)=C(N)Oc3cc(C)oc(=O)c32)cc1 (centres undefined),-1,10,7,11,6,-1,0,3,-1,-0.3
Cc1cc(C(=O)Nc2sc3c(c2C#N)CCC3)no1,1,6,-3,-3,-4,-2,3,11,-2,-0.7

Screens as filed in PubChem.
